TDP2 inh: blocks human TDP2 phosphodiesterase activity; O95551; recombinant TDP2, T5PNP hydrolysis, p-nitrophenol absorbance 415 nm; inhibition, % at 12.8 µM; 370,000 compounds, 0.34% hits; AID 720702;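 active = inhibition above the mean of all tested compounds plus 3 SD, set per campaign, cut at about 25% in these data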;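 note: 0% = DMSO with enzyme and 100% = buffer with substrate but no TDP2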
Target sequence (O95551 whole entry, looked up): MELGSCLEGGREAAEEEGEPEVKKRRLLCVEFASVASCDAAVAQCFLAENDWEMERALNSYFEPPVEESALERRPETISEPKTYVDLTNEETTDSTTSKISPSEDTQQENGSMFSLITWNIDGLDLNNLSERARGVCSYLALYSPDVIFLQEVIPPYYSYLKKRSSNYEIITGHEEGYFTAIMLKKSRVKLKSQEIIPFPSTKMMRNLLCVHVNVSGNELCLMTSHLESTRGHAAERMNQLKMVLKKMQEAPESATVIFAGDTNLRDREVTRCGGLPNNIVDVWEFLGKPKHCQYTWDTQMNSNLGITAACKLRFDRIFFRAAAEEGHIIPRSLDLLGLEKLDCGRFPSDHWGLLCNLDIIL
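System – recombinant human TDP2 · Amount – 120 nM TDP2 per well · Buffer or medium – Mg2+-containing Tris-HCl buffer, pH 7.5 · Reagent – T5PNP substrate, 5 mM · Dosing – 12.8 µM single point, 1% DMSO · Incubation – 2 h at 37 °C · Measured by – epi absorbance · Read-out basis – percent inhibition · Benchmarks – high control without enzyme, low control DMSO plus TDP2 · Repeats – singlicate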
mABHD4 FP: inhibitors of mouse ABHD4; inhibition, % at 8.92 µM; 370,000 compounds, 0.54% hits; Q8VD66; purified mABHD4, FP-Rh probe fluorescence polarization;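 active = inhibition exceeding the mean over every tested compound plus 3 SD, cut at about 30% in these data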;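 note: 0% = plate median of compound wells and 100% = S159A mutant with DMSO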
Target sequence (Q8VD66 whole entry, looked up): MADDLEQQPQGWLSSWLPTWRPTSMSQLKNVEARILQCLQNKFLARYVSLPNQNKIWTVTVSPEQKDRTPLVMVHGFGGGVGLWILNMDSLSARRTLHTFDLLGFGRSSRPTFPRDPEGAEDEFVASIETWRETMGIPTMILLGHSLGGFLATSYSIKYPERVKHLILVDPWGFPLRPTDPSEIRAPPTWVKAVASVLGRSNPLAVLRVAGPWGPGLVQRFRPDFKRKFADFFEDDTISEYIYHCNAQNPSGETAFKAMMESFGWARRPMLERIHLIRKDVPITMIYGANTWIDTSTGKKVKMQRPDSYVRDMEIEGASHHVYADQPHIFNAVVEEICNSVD
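Assay system: Wild-type mouse ABHD4 protein | Medium: HEPES pH 7.0 buffer, 150 mM NaCl, 0.01% Pluronic F-127 | Incubation: Enzyme–compound pre-incubation 45 min, then probe 60 min, both 25 °C | Technique: Fluorescence polarization with parallel and perpendicular emission, 525/598 nm | Evaluation: % inhibition of FP-Rh probe binding versus controls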
HTRA1 inhibitor: inhibitors of human serine peptidase HTRA1. Q92743. recombinant HTRA1, FP-rhodamine activity-based probe, fluorescence polarization. inhibition, % at 5.96 µM. 340,000 compounds, 0.5% hits; in the data active = inhibition above about 36%;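 note: 0% = enzyme with DMSO and 100% = wells lacking enzyme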
GC-B act: GC-B (human) receptor activation | P20594 | HEK293-GC-B cells, CNP EC30, cGMP TR-FRET; 0% at EC30 CNP, 100% saturating CNP | activation, % at 10 µM | 370,000 compounds, 0.11% hits | AID 1920062;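 active = activation at 10 µM reaching about 35% in either raw or pattern-adjusted values, limit read from the data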
MBD2 DNA inh: blocks human MBD2 binding to methylated DNA. TR-FRET, MBD2 binding to methylated oligonucleotide. Q9UBB5. 370,000 compounds, 0.31% hits. AID 686964. inhibition, % at 4.4 µM; in the data active = inhibition above about 13%
TCR CD3 inh: human TCR-CD3 binding inhibition; TAMRA-labeled TCR probe fluorescence, biochemical; inhibition, % at 9.4 µM; 360,000 compounds, 0.37% hits; in the data active = inhibition above about 19%;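 note: recombinant mutant TCR 2C K166C tagged with TAMRA read by polarization; 0% = receptor in buffer alone and 100% = receptor with positive control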
PRMT1 FP inh: PRMT1 (human) inhibition, primary screen | Q99873 | recombinant PRMT1, activity-based probe fluorescence polarization | inhibition, % at 2.79 µM | 370,000 compounds, 1.3% hits | AID 652257;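 active = inhibition above about 21% made by adding two undisclosed values, limit read from the data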
Target sequence (Q99873 whole entry, looked up): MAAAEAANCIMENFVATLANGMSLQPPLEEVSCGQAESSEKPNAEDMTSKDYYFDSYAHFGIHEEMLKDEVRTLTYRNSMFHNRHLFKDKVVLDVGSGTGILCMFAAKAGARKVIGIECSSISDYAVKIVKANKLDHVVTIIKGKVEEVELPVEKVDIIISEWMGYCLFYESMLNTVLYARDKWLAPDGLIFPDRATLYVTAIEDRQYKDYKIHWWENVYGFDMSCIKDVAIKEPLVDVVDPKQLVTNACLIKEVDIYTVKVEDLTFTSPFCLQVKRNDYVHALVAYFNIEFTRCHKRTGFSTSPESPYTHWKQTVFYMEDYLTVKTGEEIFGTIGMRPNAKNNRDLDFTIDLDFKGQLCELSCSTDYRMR
LEDGF integ inh: blocks HIV-1 LEDGF/p75-dependent DNA integration. TR-FRET IN-LEDGF/p75 DNA integration, Eu/Cy5. inhibition, % at 3.7 µM. 370,000 compounds, 0.64% hits;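 active = inhibition above the screen-wide mean plus 3 SD, cut at about 13% in these data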;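 note: signal is the Cy5 over europium emission ratio at 671 and 618 nm; 0% = plate median of compound wells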
SIAE primary: blocks human sialic acid acetylesterase. SIAE FP-Rh probe binding, fluorescence polarization. inhibition, % at 9.66 µM. 370,000 compounds, 0.69% hits;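 active = inhibition above a cutoff: mean of compounds within the control limits plus 3 SD of those, cut at about 17% in these data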;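 note: 0% = plate median of compound wells and 100% = probe without SIAE protein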
rCAG RNA binder: binds r(CAG) RNA repeats. r(CAG) RNA repeat, TO-PRO-1 dye displacement fluorescence. inhibition, % at 3 µM. 370,000 compounds, 1.3% hits;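 active = inhibition above the plate cutoff, the mean of all test compounds on that plate plus 3 SD, cut at about 35% in these data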;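 note: 0% = DMSO alone and 100% = 100 µM mitoxantrone as full dye displacement; higher means more dye released from RNA so lower well fluorescence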
Numbers without * were called inactive; x = no result given. These rows are one share of the data, so the mix of outcomes need not match the whole.

SMILES	TDP2 inh	mABHD4 FP	HTRA1 inhibitor	GC-B act	MBD2 DNA inh	TCR CD3 inh	PRMT1 FP inh	LEDGF integ inh	SIAE primary	rCAG RNA binder
Cc1[nH]c(=O)[nH]c(=O)c1S(=O)(=O)N1CCC(C(=O)N2CCN(c3cccc(C(F)(F)F)c3)CC2)CC1	-6.9	4.5	0.9	0.4	0.4	7.5	-2.4	1.0	7.1	8.6
CCNC(=O)C1(C)CCCN(C(=O)/C=C/c2ccccc2)C1 (stereo not given)	3.8	7.5	x	0.5	-0.6	7.9	0.1	-2.2	-10.1	0.7
O=C1CC(c2ccccc2)Sc2ccccc2N1 (stereo not given)	-18.1	-4.5	-1.3	3.6	-2.0	-6.1	-0.1	2.2	0.3	1.4
CCNc1nc(NCC)nc(N(C)/N=C/c2ccco2)n1	10.8	8.4	8.9	-3.4	2.5	-1.4	-1.3	1.8	-1.1	3.0
C=CCSC1=N/C(=C\c2ccc(C)o2)C(=O)S1	-1.3	18.2	-3.1	-6.6	4.5	6.3	15.7	7.1	-5.6	17.9
O=C(c1ccc(Cl)cc1[N+](=O)[O-])N1CCc2ccccc2C1	-0.2	5.7	1.6	0.2	-1.0	3.6	-0.5	1.7	0.3	-2.5
CCn1nc(C)cc1-c1nnc(Sc2ncc([N+](=O)[O-])s2)n1C	9.5	2.1	8.0	-0.7	-1.6	0.2	54.8*	5.3	1.6	1.0
O=C(CSc1nnc(CNC(=O)c2ccco2)o1)Nc1cccc(C(F)(F)F)c1	-19.2	7.2	-3.9	-4.2	-1.5	-7.1	2.6	0.4	-1.6	1.7
c1coc(-c2nnc3n2C2(CCCC2)Cc2ccccc2-3)c1	15.4	5.3	-0.8	2.0	5.5	-2.5	-0.7	0.3	-0.9	-0.6
Cc1cc(Oc2ccc(Cl)cc2)nc(-c2ccccn2)n1	4.4	-0.8	3.6	-2.4	0.1	-1.6	5.5	-0.1	-3.6	88.0*
O=[N+]([O-])c1cccc(C(=Nc2ccccc2Cl)NO)c1	14.6	-2.7	-10.7	8.5	0.6	-1.1	0.6	-0.4	3.4	2.8
COc1ccccc1C(=O)NCCC(=O)N(C)CC(=O)Nc1ccc(C)cc1	3.8	1.5	-3.4	1.6	-0.1	-6.5	-4.2	7.4	0.5	-4.4
COc1cccc(C(=O)OCC(=O)Nc2nnc(-c3ccccc3)o2)c1	3.8	1.0	-1.1	-3.7	-2.1	3.1	-7.1	-0.4	-0.7	19.6
COc1cc2c(cc1[N+](=O)[O-])-c1ccc([N+](=O)[O-])cc1C2=NO	0.0	8.5	-56.6	-5.9	-2.0	6.7	1.5	1.3	-69.1	32.2
COc1ncccc1C(=O)N1CCC(n2nccc2NC(=O)CC(C)C)CC1	8.8	5.2	-11.5	0.0	3.4	0.3	1.5	0.9	0.9	-2.0
Cc1ccc(NC(=O)C2CCCN(S(=O)(=O)c3c(C)noc3/C=C/N(C)C)C2)c(C)c1 (stereo not given)	-0.8	-7.5	-20.0	1.2	-2.7	6.0	-5.0	1.7	-0.5	21.6
CNC[C@@H]1Oc2cc(Br)ccc2S(=O)(=O)N([C@@H](C)CO)C[C@H]1C	6.0	-3.4	-6.0	-11.3	-1.4	-1.6	0.2	-1.6	8.4	4.1
CCN(CC)S(=O)(=O)c1cccc(-c2nnc(SCc3nc4ccccc4s3)o2)c1	-7.6	-11.4	-41.0	-0.9	1.3	0.6	1.2	0.4	-10.4	1.6
c1ccc(COc2ncnc3c2ncn3CCCN2CCN(c3ncccn3)CC2)cc1	-3.3	-5.6	-2.0	-1.2	-0.2	-4.0	5.0	-2.7	2.6	-0.5
CCOC(=O)CSc1nc2cc3c(cc2cc1C#N)OCO3	3.2	-0.2	2.0	-6.4	-0.3	3.2	-0.4	-3.2	-0.4	1.9
COC(=O)[C@@H]1C[C@H]1[C@@H](NC(=O)c1ccccc1)c1ccccc1	10.9	-3.7	-9.3	1.1	-5.7	6.0	-2.8	0.6	7.8	-2.4
O=C(Nc1cccnc1)c1cc(-c2ccc(F)cc2)on1	5.5	-8.2	4.7	0.8	1.0	3.7	-5.1	1.5	1.1	-2.5
Cc1ccn2c(NC(=O)c3ccco3)c(-c3ccccc3)nc2c1	2.4	3.5	-3.6	3.3	-3.1	-9.3	-0.6	-0.1	-2.1	-1.8
COc1cc(C(NC(=O)C(F)(F)F)C2CCCC=C2c2ccccc2)cc(OC)c1OC (stereo not given)	5.2	-1.5	x	-22.5	6.2	x	2.0	1.0	-5.2	3.9
Cc1cc(NC(=O)CSc2nc(-c3ccco3)cc(C(F)(F)F)n2)no1	-3.9	-5.3	-0.6	-1.8	-1.5	-11.4	0.9	-2.8	-0.4	0.1
Next part:
SMILES	TDP2 inh	mABHD4 FP	HTRA1 inhibitor	GC-B act	MBD2 DNA inh	TCR CD3 inh	PRMT1 FP inh	LEDGF integ inh	SIAE primary	rCAG RNA binder
CCn1nc(NC(=O)Cc2ccc(OC)cc2)c2cc3cccc(C)c3nc21	20.5	4.0	0.6	-5.1	-0.3	-0.6	-0.5	-0.5	1.9	2.5
COc1cc2c(cc1OC)C1=NC(=O)CN1C(SCc1ccccc1)=N2	-4.2	4.2	-11.9	2.8	3.3	3.8	4.9	0.7	2.5	8.3
CN1CCN(CC(=O)NN2CC(=O)N(c3ccc(F)cc3)CC2=O)CC1	4.9	-1.8	1.2	0.5	5.4	3.8	-9.5	4.9	-2.0	-2.1
CCc1cccc(C)c1NC(=O)COC(=O)Cn1c(C)csc1=O	2.6	2.3	-2.0	-0.7	-4.9	3.3	-1.7	2.0	3.6	-0.5
Nc1ccn([C@@H]2O[C@H](CO)[C@@H](O)[C@H]2O)c(=O)n1	4.2	-3.8	5.8	4.0	2.3	-7.5	2.2	1.4	0.5	-1.3
COc1ccc(OCC(=O)Nc2cc(-c3nn(C)c(=O)c4ccccc34)ccc2N2CCOCC2)cc1	-4.8	-3.3	-5.2	15.6	-5.2	8.0	0.6	4.2	0.8	0.1
C#CCNC(=O)C[C@H]1C[C@@]2(C(=O)OC)C(=C[C@H](C(C)(C)C)O[C@@H]2C)N(Cc2ccc(Cl)cc2Cl)C1=O	-0.3	-14.8	x	-21.8	6.2	x	1.8	-1.8	-0.6	2.2
C=CCn1c(SCC(=O)NC23CC4CC(CC(C4)C2)C3)nc(O)cc1=O	0.9	2.1	-7.2	-6.4	7.2	0.1	1.3	-5.3	-5.5	12.6
O=C(CNC(=O)/C(=C\c1ccc(F)cc1)NC(=O)c1ccccc1)OCc1ccccc1	-7.6	0.3	-1.2	-3.2	-1.1	0.0	-1.9	1.7	-7.0	-1.5
O=C(Nc1cccc(Cl)c1)OCCOc1ccccc1	0.6	-25.3	-27.9	-4.1	-1.9	2.7	-0.4	7.7	-2.4	-2.5
Cc1ccc(S(=O)(=O)Oc2ccccc2/C=N/O)cc1	-7.8	-3.9	5.2	4.1	-4.9	4.8	-3.6	-1.3	-0.1	-1.4
COc1ccc(CC(C)N2CCN(c3ccccc3OC)CC2)cc1OC (stereo not given)	-1.9	4.0	-1.5	4.0	6.2	0.4	-1.2	0.0	-4.5	-0.3
COc1ccc(C2(O)CCN(Cc3nnnn3Cc3ccc(F)cc3)CC2)cc1	8.0	0.1	-10.0	0.8	1.8	0.3	1.8	3.6	0.6	-5.7
CC(=O)c1ccc(NC(=O)c2cnn3ccccc23)cc1	4.0	5.2	-5.2	0.6	-4.5	-0.7	-2.6	-1.0	-9.7	1.9
Cc1cccc(Cn2ccc(NC(=O)c3cccnc3)n2)c1	-0.5	3.7	5.1	1.2	-2.9	3.6	-4.0	0.2	-1.1	-8.0
CCCOP(=O)(c1ccc(N(C)C)cc1)C(O)c1ccc(Cl)cc1 (stereo not given)	-2.9	2.5	-2.0	-10.2	2.0	-6.7	6.9	-5.3	-1.2	-4.1
CC(C)CC(N)c1cn([C@@H](CCC(=O)O)C(=O)N2CCNCC2)nn1 (stereo not given in full)	-14.1	3.5	5.8	0.4	3.5	-5.0	0.5	-0.3	-0.3	2.3
CC(Nc1ccc2c(c1)OCCO2)C(=O)N1c2ccccc2CC1C (stereo not given)	-0.8	-2.8	1.6	2.4	-5.1	7.9	2.6	-3.3	9.3	-1.6
COc1ccc(OC)c(CN2CCN(C(=O)c3cccc(S(=O)(=O)N(C)c4ccccc4)c3)CC2)c1	1.1	-2.7	-5.0	-6.6	-1.1	-6.5	0.1	0.1	0.8	2.6
COc1ccc(OCC(O)CNCc2ccco2)cc1 (stereo not given)	5.0	0.1	1.1	-2.9	4.2	6.7	-3.4	-2.6	2.0	-0.9
Cc1cc(C)c2c(=O)[nH]cnc2n1	1.9	2.3	2.9	1.7	0.7	-1.5	0.8	-1.2	-6.3	2.7
CCN(c1cc(C)cc(C)c1)S(=O)(=O)c1nnc(NC(=O)C(C)(C)C)s1	-2.4	-7.5	-6.3	-4.2	-6.6	7.5	1.3	0.7	-5.7	12.0
CC1Cc2ccccc2N1C(=O)CSc1nncs1 (stereo not given)	-3.1	-4.8	-5.0	2.1	-5.1	0.7	-1.3	2.3	-4.1	-0.9
CCCCn1c(N)c(N(CC(C)C)C(=O)CSc2nnc(-c3ccc(Cl)cc3)o2)c(=O)[nH]c1=O	4.1	-1.9	2.9	-7.8	-5.9	8.7	1.0	3.2	-2.9	0.9
COc1cccc(C(=O)NNC(=O)Cc2ccc(Cl)cc2)c1	6.3	2.6	-2.9	1.4	0.2	-7.6	1.8	-2.3	2.4	-2.6
New compounds follow:
SMILES	TDP2 inh	mABHD4 FP	HTRA1 inhibitor	GC-B act	MBD2 DNA inh	TCR CD3 inh	PRMT1 FP inh	LEDGF integ inh	SIAE primary	rCAG RNA binder
CC(=O)N1CC(C)Sc2ccc(S(=O)(=O)NCc3ccccc3Cl)cc21 (stereo not given)	11.8	-13.8	-5.1	0.3	6.0	-1.9	4.4	0.7	0.2	0.1
c1ccc2sc(C3CCN(Cc4nnnn4Cc4ccc5c(c4)OCO5)CC3)nc2c1	-7.0	-7.3	0.7	-6.9	-2.7	-1.5	-0.2	-2.8	7.6	-0.9
N#Cc1ccc(S(=O)(=O)NC[C@H]2O[C@@H](n3ccc(N)nc3=O)[C@H](O)[C@@H]2O)cc1	3.5	-0.6	-5.9	-0.4	1.1	10.8	3.5	-0.1	3.3	0.6
Cc1ccc(S(=O)(=O)NNC(=O)c2c(O)c3ccccc3[nH]c2=O)cc1	-13.3	-4.5	-0.5	-4.7	3.9	15.6	0.9	-2.9	4.0	-2.5
Cc1nn(CCOc2ccccc2)c(=O)n1-c1ccc(F)cc1	-12.2	3.6	6.5	0.5	0.4	-6.5	4.2	-4.3	-4.3	1.7
Cc1ccc(/C=C(\C#N)c2nc3ccccc3[nH]2)s1	4.3	-8.0	-23.1	2.8	-0.1	-9.7	-2.6	4.5	-8.3	5.0
C[C@H](O)[C@@H]1C(=O)N2CCc3c([nH]c4c(-c5ccccc5)cccc34)[C@@H]2C[C@@H]1N(C)C(=O)/C=C/c1ccccc1	5.7	0.1	x	-4.8	-2.6	4.7	-3.3	1.6	-6.3	5.4

Screening data deposited in PubChem BioAssay by several laboratories.
